CXCR6 inh = CXCR6 receptor inhibitors, primary screen, cell-based, beta-arrestin, luminescence, CHO-K1 PathHunter, 1536-well; inhibition, % at 20 µM; 360,000 tested, 0.36% active; AID 602244, 2012; in the data active = inhibition above about 34%, passing the limit was not always enough;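 also: antagonist mode with CXCL16 agonist at 10 nM final; 0% = 10 nM CXCL16 with DMSO and 100% = unstimulated wells without agonist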
Target sequence (O00574 whole entry, looked up): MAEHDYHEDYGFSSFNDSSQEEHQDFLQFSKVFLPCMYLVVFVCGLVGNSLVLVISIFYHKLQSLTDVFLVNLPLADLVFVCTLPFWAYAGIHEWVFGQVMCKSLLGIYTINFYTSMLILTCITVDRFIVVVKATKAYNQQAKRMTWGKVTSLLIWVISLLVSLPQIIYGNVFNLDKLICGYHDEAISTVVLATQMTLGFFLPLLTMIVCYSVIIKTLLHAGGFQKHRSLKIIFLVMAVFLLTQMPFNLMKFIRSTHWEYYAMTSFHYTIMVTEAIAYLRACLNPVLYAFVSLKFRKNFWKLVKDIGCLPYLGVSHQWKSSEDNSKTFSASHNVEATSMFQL
EBI2 block = EBI2 receptor antagonists, beta-arrestin recruitment, primary screen, cell-based, luminescence, 7a,25-OHC stimulation, uHTS; G-protein coupled receptor 183 (Homo sapiens), P32249; 7a,25-OHC stimulated; inhibition, % at 5 µM; 360,000 tested, 0.81% active; AID 651636, 2012; in the data active = inhibition above about 38%;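 also: enzyme fragment complementation signal reports receptor beta-arrestin coupling in cells; 0% = agonist plus DMSO wells and 100% = wells without agonist; some results beyond the cut were filed as inactive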
Target sequence (P32249 whole entry, looked up, the tested form may be a part): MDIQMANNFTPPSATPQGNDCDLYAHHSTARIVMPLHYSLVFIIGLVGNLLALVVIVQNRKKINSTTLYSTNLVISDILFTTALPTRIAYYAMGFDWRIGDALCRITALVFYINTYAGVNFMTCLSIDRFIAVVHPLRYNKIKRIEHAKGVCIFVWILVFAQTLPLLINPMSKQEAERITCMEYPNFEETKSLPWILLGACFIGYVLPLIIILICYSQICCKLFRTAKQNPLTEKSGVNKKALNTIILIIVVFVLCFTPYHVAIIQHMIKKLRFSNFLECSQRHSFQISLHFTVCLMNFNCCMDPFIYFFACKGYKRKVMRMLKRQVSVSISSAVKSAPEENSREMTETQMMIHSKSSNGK
Starred values were filed as active, the others as inactive.

What do the screens show for `Cc1c(P(=S)(c2ccccc2)c2ccccc2)[n+]2ccccc2n1C/C=C/c1ccccc1`?
CXCR6 inh: -4.2

What do the screens show for `Cc1cccc(C)c1NC(=O)C1(C)CN(S(C)(=O)=O)CC(=O)N1CCc1ccc(O)cc1` (stereo not given)?
EBI2 block: -4.8

Results for CSCCC(C(=O)NC(C)(C)C)n1c(-c2ccc3c(c2)OCO3)nc2ccccc21 (stereo not given) ?
EBI2 block: 4.2

What do the screens show for `COC(=O)C[C@@H]1C=C[C@@H](NC(=O)C2CCC2)[C@@H](CO)O1`?
EBI2 block: -10.6

How did CCc1c(-c2ccccc2)ncn1Cc1cccc(-c2ccccc2)c1 do in these assays?
EBI2 block: -0.3

What do the screens show for `CCOC(=O)[C@]12CCCC=C1N(CCC1=CCCCC1)C(=O)[C@H](CC(=O)N1CCC(c3ccccc3)CC1)C2`?
EBI2 block: 15.5

How did CSCCC(C(=O)Nc1c(C)cccc1C)n1c(-c2cnc(C)cn2)nc2ccccc21 (stereo not given) do in these assays?
EBI2 block: 2.5

What do the screens show for `CCOC(=O)/C=C/c1cccc(OC)c1O`?
EBI2 block: -0.8

What do the screens show for `Cc1cccc(C)c1NC(=O)C1(C)CSCC(=O)N1Cc1cccs1` (stereo not given)?
EBI2 block: 7.9

How did COc1ccc(N2CCN(C(=O)C(=O)c3cc(OC)c4ccccc4c3)CC2)cc1 do in these assays?
EBI2 block: 7.4

Results for CC(c1nc2ccccc2[nH]1)n1c(-c2ccncc2)nc2ccccc21 (stereo not given) ?
EBI2 block: 0.0

Results for Cc1ccc(-c2nc3ncccn3c2N)cc1 ?
EBI2 block: -8.2

How did COC(=O)[C@@]12C[C@@H](CC(=O)NCCC(C)C)C(=O)N(Cc3ccccc3)C1=CCC(C)(C)C2 do in these assays?
EBI2 block: -2.2

What do the screens show for `COC(=O)[C@@]12C[C@@H](CC(=O)N3CCN(C(=O)C4CC4)CC3)C(=O)N(Cc3ccc4c(c3)OCO4)C1=CCC(C)(C)C2`?
EBI2 block: 1.5

How did CCC(C(=O)NC1CCCC1)n1c(-c2ccccn2)nc2ccccc21 (stereo not given) do in these assays?
EBI2 block: -1.1

What do the screens show for `O=C(Nc1ccc(F)cc1)C(c1cc2ccccc2o1)N1CCN(C(=O)c2ccco2)CC1` (stereo not given)?
EBI2 block: 3.4

How did Cc1ccc(N2CCN(C(=O)C(=O)c3cccc([N+](=O)[O-])c3)CC2)cc1 do in these assays?
EBI2 block: 6.1

What do the screens show for `CC(C)(C)NC(=O)C(c1ccccc1)n1c(-c2ccc(-c3ccccc3)cc2)nc2ccccc21` (stereo not given)?
EBI2 block: 22.1

Results for Nc1sccc1C(=O)NCCN1CCOCC1 ?
EBI2 block: -10.1

How did Cc1ccc(S(=O)(=O)N2[C@@H](Cc3ccccc3)CO[C@H]2CC(=O)c2ccccc2)cc1 do in these assays?
EBI2 block: 17.2

Results for O=C(Nc1c(-c2ccccc2)[nH][nH]c1=O)c1cccs1 ?
EBI2 block: -0.7

How did O=C(N[C@@H]1CC[C@@H](CCNC(=O)C2CCOCC2)O[C@@H]1CO)c1ccncc1 do in these assays?
EBI2 block: -15.7

Results for CCCCNC(=O)C1C(c2ccc(C(F)(F)F)cc2)=Nc2ccccc2N1C(=O)c1ccc2nc(C)[nH]c2c1 (stereo not given) ?
EBI2 block: 4.9

Results for CCOC(=O)N1CCN(C(=O)C[C@@H]2C[C@@]3(C(=O)OCC)CCCC=C3N(Cc3ccccc3)C2=O)CC1 ?
EBI2 block: -3.4

What do the screens show for `Cn1cc([C@]2(O)C(=O)Nc3cccc(Cl)c32)c2ccccc21`?
EBI2 block: 2.1

Results for CC(=O)c1ccc(C2CC(OCCF)=CC(=O)O2)cc1 (stereo not given) ?
EBI2 block: 0.7

Results for CC1(C(=O)NCc2ccccc2)CN(S(C)(=O)=O)CC(=O)N1CCc1c[nH]c2ccccc12 (stereo not given) ?
EBI2 block: -6.9

How did CCCCNC(=O)c1nc(-c2ccccc2)oc1-c1ccc(Cl)cc1 do in these assays?
EBI2 block: -1.8

What do the screens show for `COC(=O)C1=CN(c2ccc(OC)cc2)C(N)=C(C#N)C1c1ccc(OC)cc1` (stereo not given)?
EBI2 block: 2.1

What do the screens show for `CC1(C(=O)NCc2ccccc2)CN(S(C)(=O)=O)CC(=O)N1Cc1cccc(C(F)(F)F)c1` (stereo not given)?
EBI2 block: 7.0

Results for COC(=O)/C=C1\OCc2ccc(C)cc21 ?
EBI2 block: -3.1

What do the screens show for `COC(=O)c1sc(N)nc1CCNC(=O)OC(C)(C)C`?
EBI2 block: -4.4

How did CCCCCNC(=O)C(c1ccncc1)n1c(=O)c(-c2ccccc2)nc2ccccc21 (stereo not given) do in these assays?
EBI2 block: 5.1

What do the screens show for `CC1(C(=O)Nc2ccc3c(c2)OCCO3)CSCC(=O)N1Cc1ccco1` (stereo not given)?
EBI2 block: -6.6

What do the screens show for `CC(C(=O)NCc1ccccc1)n1c(-c2ccc3c(c2)CCO3)nc2ccccc21` (stereo not given)?
EBI2 block: 10.6

How did COC(=O)[C@]12CCCCC=C1N(CCc1ccc(OC)c(OC)c1)C(=O)[C@H](CC(=O)N1CCCC1)C2 do in these assays?
EBI2 block: 3.2

What do the screens show for `COC(=O)C[C@H]1C=C[C@@H](NC(=O)Nc2c(C)noc2C)[C@@H](CO)O1`?
EBI2 block: 3.4

Results for Cc1cc2c(cc1C)-n1nnnc1C(N1CCN(C(=O)OCc3ccccc3)CC1)C(=O)N2 (stereo not given) ?
EBI2 block: 8.6

How did COC(=O)[C@@]12C[C@@H](CC(=O)NCCc3ccccc3OC)C(=O)N(CCc3ccc(OC)c(OC)c3)C1=CCC(C)(C)C2 do in these assays?
EBI2 block: 7.5

How did CCCCCCCCCc1conc1C(=O)CP(=O)(OC)OC do in these assays?
EBI2 block: 1.1

Quoted from the entries so far for reference:
Results for O=C(Nc1c(-c2ccccc2)[nH][nH]c1=O)c1cccs1 ?
EBI2 block: -0.7

How did O=C(N[C@@H]1CC[C@@H](CCNC(=O)C2CCOCC2)O[C@@H]1CO)c1ccncc1 do in these assays?
EBI2 block: -15.7

An excerpt of the results above, for reference:
Results for O=C(Nc1c(-c2ccccc2)[nH][nH]c1=O)c1cccs1 ?
EBI2 block: -0.7

How did O=C(N[C@@H]1CC[C@@H](CCNC(=O)C2CCOCC2)O[C@@H]1CO)c1ccncc1 do in these assays?
EBI2 block: -15.7

Results for CCCCNC(=O)C1C(c2ccc(C(F)(F)F)cc2)=Nc2ccccc2N1C(=O)c1ccc2nc(C)[nH]c2c1 (stereo not given) ?
EBI2 block: 4.9

Results for CCOC(=O)N1CCN(C(=O)C[C@@H]2C[C@@]3(C(=O)OCC)CCCC=C3N(Cc3ccccc3)C2=O)CC1 ?
EBI2 block: -3.4

What do the screens show for `Cn1cc([C@]2(O)C(=O)Nc3cccc(Cl)c32)c2ccccc21`?
EBI2 block: 2.1

Results for CC(=O)c1ccc(C2CC(OCCF)=CC(=O)O2)cc1 (stereo not given) ?
EBI2 block: 0.7

Results for CC1(C(=O)NCc2ccccc2)CN(S(C)(=O)=O)CC(=O)N1CCc1c[nH]c2ccccc12 (stereo not given) ?
EBI2 block: -6.9

How did CCCCNC(=O)c1nc(-c2ccccc2)oc1-c1ccc(Cl)cc1 do in these assays?
EBI2 block: -1.8

What do the screens show for `COC(=O)C1=CN(c2ccc(OC)cc2)C(N)=C(C#N)C1c1ccc(OC)cc1` (stereo not given)?
EBI2 block: 2.1

What do the screens show for `CC1(C(=O)NCc2ccccc2)CN(S(C)(=O)=O)CC(=O)N1Cc1cccc(C(F)(F)F)c1` (stereo not given)?
EBI2 block: 7.0

Additional compounds follow:
What do the screens show for `O=C(Nc1ccc2ccccc2c1)C(c1ccc(C(F)(F)F)cc1)n1c(=O)c(-c2cc3ccccc3[nH]2)nc2ccccc21` (stereo not given)?
EBI2 block: -7.4

What do the screens show for `O=C(NCc1ccccc1)C(c1ccc(-c2ccccc2)cc1)N1CCN(C(=O)C2CCCO2)CC1` (stereo not given)?
EBI2 block: -0.8

What do the screens show for `CCCCNC(=O)C[C@@H]1C[C@@]2(C(=O)OC)CC(C)(C)CC=C2N(CCc2ccc(OC)c(OC)c2)C1=O`?
EBI2 block: 14.0

What do the screens show for `CC(C)NC(=O)N[C@H]1C=C[C@H](CC(=O)NCc2ccc(Oc3ccccc3)cc2)O[C@@H]1CO`?
EBI2 block: -5.7

Results for COc1ccc([N+](=O)[O-])cc1CN1CCN(c2ncc(Cc3ccccc3)cn2)CC1 ?
EBI2 block: 7.8

How did O=C1Nc2ccccc2C(=O)N(C2CCCC2)C1C(=O)NC1CC1 (stereo not given) do in these assays?
EBI2 block: 1.1

What do the screens show for `COc1cc(C(=O)C(=O)N2CCC(Cc3ccccc3)CC2)cc2ccccc12`?
EBI2 block: -1.4

Results for COc1ccc(C(O)C(O)(C(=O)OC(C)C)c2ccc(C)cc2)cc1 (stereo not given) ?
EBI2 block: 5.7

What do the screens show for `CCCCCNC(=O)C(C1CC1)n1c(=O)c(-c2ccco2)nc2ccccc21` (stereo not given)?
EBI2 block: 2.2

Results for COC(=O)[C@]12CCCCC=C1N(Cc1ccc3c(c1)OCO3)C(=O)[C@H](CC(=O)NCCc1ccccc1OC)C2 ?
EBI2 block: 9.9

How did CCOC(=O)CC1(CC)Oc2ccccc2N1S(=O)(=O)c1ccc(C)cc1 (stereo not given) do in these assays?
EBI2 block: 7.1

What do the screens show for `CCCCCCCCN1C(=O)[C@H](CC(=O)N2CCOCC2)C[C@@]2(C(=O)OC)CC(C)(C)CC=C12`?
EBI2 block: 10.7

What do the screens show for `COCCN1C(=O)CN(S(C)(=O)=O)CC1(C)C(=O)NCc1ccccc1` (stereo not given)?
EBI2 block: -4.5

How did COc1ccc(NC(=O)N[C@H]2C=C[C@@H](CC(=O)NC3CCC3)O[C@@H]2CO)cc1 do in these assays?
EBI2 block: -8.4

What do the screens show for `Cc1cccc(C)c1NC(=O)C(c1ccccc1OC(F)(F)F)N1CCC(c2ccccc2)CC1` (stereo not given)?
EBI2 block: 6.2

What do the screens show for `CC(C)(C)C(C(=O)NCc1ccccc1)N1CCN(C(=O)C2CCCO2)CC1` (stereo not given)?
EBI2 block: 5.9

Results for COC(=O)[C@]12CCCCC=C1N(CCc1ccc(OC)c(OC)c1)C(=O)[C@H](CC(=O)NCCCN1CCCC1=O)C2 ?
EBI2 block: -0.2

Results for CCCCNC(=O)c1nc(-c2cc3ccccc3[nH]2)oc1-c1cccc(C(F)(F)F)c1 ?
EBI2 block: 10.9

Results for COC(=O)[C@]12CCCCC=C1N(Cc1ccc3c(c1)OCO3)C(=O)[C@H](CC(=O)NCc1cccc3ccccc13)C2 ?
EBI2 block: 6.7

How did CC1(C(=O)Nc2ccc3c(c2)OCCO3)CSCC(=O)N1CCc1ccccc1F (stereo not given) do in these assays?
EBI2 block: -2.5

What do the screens show for `O=C(C(=O)N1CCC(c2ccccc2)CC1)c1cccc([N+](=O)[O-])c1`?
EBI2 block: 19.3

What do the screens show for `O=C(NCc1ccccc1)C(c1ccncc1)n1c(=O)c(-c2ccccc2)nc2ccccc21` (stereo not given)?
EBI2 block: 13.4

What do the screens show for `Cc1cccc(C)c1N1C(=O)c2ccccc2NC(=O)C1C(=O)NCCc1ccccc1F` (stereo not given)?
EBI2 block: -13.6

What do the screens show for `CC1(C(=O)NCc2ccccc2)CN(S(C)(=O)=O)CC(=O)N1CCc1ccccc1` (stereo not given)?
EBI2 block: -1.6

How did O=C(C[C@H]1C=C[C@H](NC(=O)Nc2ccccc2F)[C@@H](CO)O1)NCc1ccc(-c2ccccc2)cc1 do in these assays?
EBI2 block: -3.9

What do the screens show for `CCOC(=O)C[C@@H]1OC[C@H](C(C)C)N1S(=O)(=O)c1ccc(C)cc1`?
EBI2 block: 1.7

What do the screens show for `COC(=O)[C@@]12C[C@@H](CC(=O)NCc3cccc4ccccc34)C(=O)N(CCc3ccc(OC)c(OC)c3)C1=CCC(C)(C)C2`?
EBI2 block: 12.8

What do the screens show for `CC(C)=CCCC(C)c1cc(C(=O)NCCc2ccc(O)cc2)c(N)s1` (stereo not given)?
EBI2 block: 23.8

How did COC(=O)[C@@]12C[C@@H](CC(=O)N3CCN(C(=O)C4CC4)CC3)C(=O)N(CCc3ccc(OC)c(OC)c3)C1=CCC(C)(C)C2 do in these assays?
EBI2 block: -0.1

What do the screens show for `CC(C)(C)NC(=O)C1C(c2ccc(C(F)(F)F)cc2)=Nc2ccccc2N1C(=O)c1cccc(C(F)(F)F)c1` (stereo not given)?
EBI2 block: -0.5

How did COC(=O)[C@@]12C[C@@H](CC(=O)NCC3CCCCC3)C(=O)N(Cc3ccc4c(c3)OCO4)C1=CCC(C)(C)C2 do in these assays?
EBI2 block: 20.1

How did CCCCOCCCNC(=O)C[C@@H]1C[C@@]2(C(=O)OCC)CCCC=C2N(CCC2=CCCCC2)C1=O do in these assays?
EBI2 block: 1.5

Results for COC(=O)[C@@]12C[C@@H](CC(=O)NCC3CCCCC3)C(=O)N(Cc3ccccc3)C1=CCC(C)(C)C2 ?
EBI2 block: 7.4

What do the screens show for `COc1ccccc1N1CCN(C(=O)C(=O)c2cccc([N+](=O)[O-])c2)CC1`?
EBI2 block: -0.2

How did O=C(NCc1ccccc1)C(c1ccc(C(F)(F)F)cc1)n1c(=O)c(-c2cc3ccccc3[nH]2)nc2ccccc21 (stereo not given) do in these assays?
EBI2 block: 8.4

Results for COc1cccc(-c2c(-c3ccccc3OC)ncn2Cc2cccc(-c3ccccc3)c2)c1 ?
EBI2 block: 15.4

What do the screens show for `CCCCCCCCCc1conc1C(=O)/C=C/c1ccco1`?
EBI2 block: 4.3

How did Cc1cnc(-c2nc3ccccc3n2C(C(=O)NC(C)(C)C)c2ccccc2)cn1 (stereo not given) do in these assays?
EBI2 block: -1.6

How did COC(=O)C[C@H]1CC[C@H](NS(=O)(=O)c2cn(C)cn2)[C@@H](CO)O1 do in these assays?
EBI2 block: 2.9

What do the screens show for `COC(=O)[C@@]12C[C@@H](CC(=O)NCCC(C)C)C(=O)N(Cc3ccc4c(c3)OCO4)C1=CCC(C)(C)C2`?
EBI2 block: 0.9

This is a subset (hit frequency here may not be typical).
